Akt phos inh: Akt phosphorylation inhibition | Neuro2A IGF-stimulated pAkt S473 HTRF, 20 min; active compounds read low | activity change, % for hits at 50 µM | 0.32% of 360,000 active | AID 651550; in the data active = activity change below about -80%; inconclusive = mostly about -51% to -80%; note: % is set by controls: 0 for no effect and ±100 for the full control effect
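Single-point screen (50 µM final compound) in Neuro2A cells stimulated 20 min with 6 nM IGF at 37 deg C. After lysis, Ser473-phosphorylated Akt read by HTRF (ex 330 nm, em 615/665 nm) as the 665/615 ratio.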
PTHR1 ag: activates the human parathyroid hormone receptor PTHR1; HEK293 GP2 PTHR1 cells, GloSensor cAMP luminescence, 1 h; AID 743266; 0.075% of 410,000 active; Q03431; Potency, µM (highest dose often 115 µM), inactives show top-dose activation, usual class: activators; note: potency is the fitted concentration of half-maximal effect; nearly all actives have a fitted effect of over 55% in size; some results filed as inactive show a strong effect at the top dose; inactives centre near -15; many of its hits are not listed in these tables
Target sequence (Q03431 whole entry, looked up): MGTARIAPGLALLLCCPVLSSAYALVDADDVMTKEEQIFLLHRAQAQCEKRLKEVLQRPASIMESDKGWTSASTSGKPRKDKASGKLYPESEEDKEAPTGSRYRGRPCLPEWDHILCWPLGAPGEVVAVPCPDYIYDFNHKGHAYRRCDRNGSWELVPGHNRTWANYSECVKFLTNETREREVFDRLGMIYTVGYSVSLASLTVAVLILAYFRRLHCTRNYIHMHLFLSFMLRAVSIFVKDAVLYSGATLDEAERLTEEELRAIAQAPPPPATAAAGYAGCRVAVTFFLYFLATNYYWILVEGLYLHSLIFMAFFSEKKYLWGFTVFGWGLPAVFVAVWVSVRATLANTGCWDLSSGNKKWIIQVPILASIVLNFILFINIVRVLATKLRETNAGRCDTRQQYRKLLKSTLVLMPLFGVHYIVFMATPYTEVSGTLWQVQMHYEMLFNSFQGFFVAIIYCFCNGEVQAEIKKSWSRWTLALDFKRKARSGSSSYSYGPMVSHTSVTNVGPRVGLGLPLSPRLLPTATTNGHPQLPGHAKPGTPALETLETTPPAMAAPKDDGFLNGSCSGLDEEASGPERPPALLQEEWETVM
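HEK-293-derived GP2 cells expressing PTHR1 and a GloSensor cAMP reporter, 3,000/well, plated overnight, given luciferin plus IBMX (each 0.5 mM as added) for 1 h at 37 °C, then compound for 1 h at 37 °C. Luminescence was read after 15 min at room temperature.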
aSyn yeast inh: inhibitors of alpha-synuclein toxicity in yeast | Yeast expressing alpha-synuclein, growth rescue, BacTiter-Glo, 24 h | Potency, µM (doses to about 46.1 µM), for inactives: at the top dose growth rescue (activation), hits mostly activators | 0.14% of 370,000 active | AID 652106; note: potency is the fitted concentration of half-maximal effect; % of control where 0% means no effect; nearly all actives have a fitted effect of over 65% in size
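Readout is rescue of growth in alpha-synuclein-expressing yeast, so inhibitors of toxicity appear as activators. Growth after 24 hr at 30 deg C in galactose medium is quantified by luminescence.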
GLP-1R inv ag: inverse agonists of human GLP-1 receptor | P43220 | HEK293 GLP-1R CRE-luciferase, luminescence, 24 h; GLP-1R form is constitutively active | Potency, µM (series often up to 38.3 µM), for the others: at the highest dose activity change, negative = inhibition, usual class: inhibitors | 1.6% of 410,000 active | AID 624417; note: potency is the fitted concentration of half-maximal effect; % is set by controls: 0 for no effect and ±100 for the full control effect; nearly all actives have a fitted effect of over 55% in size
Target sequence (P43220 whole entry, looked up): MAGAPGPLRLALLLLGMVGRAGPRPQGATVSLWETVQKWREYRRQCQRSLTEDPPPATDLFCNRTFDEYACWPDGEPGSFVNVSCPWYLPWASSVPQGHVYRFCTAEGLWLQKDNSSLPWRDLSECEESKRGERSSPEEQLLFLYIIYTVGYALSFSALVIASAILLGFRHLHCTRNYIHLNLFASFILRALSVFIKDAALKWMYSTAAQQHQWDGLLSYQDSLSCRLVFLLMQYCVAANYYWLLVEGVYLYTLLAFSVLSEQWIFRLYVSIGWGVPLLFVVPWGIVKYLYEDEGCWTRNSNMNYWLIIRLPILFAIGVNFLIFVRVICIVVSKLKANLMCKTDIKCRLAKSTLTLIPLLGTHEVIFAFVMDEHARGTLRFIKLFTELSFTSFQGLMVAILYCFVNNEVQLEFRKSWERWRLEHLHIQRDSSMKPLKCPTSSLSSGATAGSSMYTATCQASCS
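Inverse agonists were sought by their lowering of basal cAMP reporter luciferase output in HEK293 cells stably carrying constitutively active human GLP-1R, after 24 h compound treatment.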
FUS yeast rescue: FUS proteinopathy suppression in yeast. Potency, µM (doses to about 76.6 µM), for the others: top-dose growth rescue (activation), most hits filed as activators. S. cerevisiae FUS-expressing, growth rescue, OD600, 24 h. 0.24% of 390,000 active;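 note: potency is the fitted concentration of half-maximal effect; plate controls were DMSO vehicle for no effect and reference control for full effect; nearly all actives have a fitted effect of over 55% in size; some results filed as inactive show a strong effect at the top dose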
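Galactose (2%) drives FUS expression in yeast precultured in raffinose; seeding density OD 0.005. Test compounds incubated 24hr at 30C and 99% humidity before absorbance at 600 nm was measured.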
GLP1R cytotox: cytotoxic in the GLP-1 receptor inverse agonist counter-screen. HEK293 cAMP-luciferase reporter cells, luminescence, 24 h. AID 624418. 0.13% of 410,000 active. Potency, µM (series often up to 38.3 µM), for inactives: at the top dose activity change, negative = inhibition, usual class: inhibitors;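 note: loss of luciferase light is scored as toxicity; potency is the fitted concentration of half-maximal effect; % is set by controls: 0 for no effect and ±100 for the full control effect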
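MLSMR compounds, 24 hr on cells at 37 deg C/5% CO2; luminescence after luciferase reagent (12 min RT). Inhibition counted as the undesired cytotoxic outcome.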
TDP43 rescue: inhibitors of TDP-43 toxicity in yeast; TDP-43 expressing yeast growth rescue, BacTiter-Glo, 24 h; Potency, µM (titrated, usually from 46.1 µM), inactives show at the highest dose growth rescue (activation), hits mostly activators; 1.8% of 410,000 active; note: potency is the fitted concentration of half-maximal effect; % of control where 0% means no effect; nearly all actives have a fitted effect of over 50% in size
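In this qHTS, compounds that restore growth of yeast expressing TDP-43 appear as activators. Cells (OD600=0.02, galactose medium, raffinose-pregrown) are incubated with compound 24 hr at 30 deg C and growth is quantified by BacTiter-Glo.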
Mm-Cpn inhibitor: M. maripaludis TRiC chaperonin inhibition; purified Mm-Cpn ATPase, ADP Transcreener TR-FRET; Potency, µM (highest dose often 76.9 µM), without a hit: at the highest dose activity, negative = inhibition, most hits filed as inhibitors; 0.031% of 330,000 active; AID 504842; note: potency is the fitted concentration of half-maximal effect; % is set by controls: 0 for no effect and ±100 for the full control effect; nearly all actives have a fitted effect of over 80% in size
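Reaction buffer contained 30 mM Tris pH 7.4, 100 mM KCl, 5 mM MgCl2 and 1 mM DTT. Mm-CPN (25 nM final) hydrolysed 10 uM ATP over 30 min at 37°C; ADP was read by HTRF.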
Abeta yeast res: restores growth of yeast expressing A-beta42 peptide; yeast expressing A-beta42, growth rescue, OD600, 48 h; response scale: 0% DMSO, 100% iron-clioquinol control; Potency, µM (top dose mostly 46.1 µM), inactives show at the top dose growth rescue, usual class: activators; 0.063% of 410,000 active; AID 1347071; note: potency is the fitted concentration of half-maximal effect; nearly all actives have a fitted effect of over 55% in size
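Yeast A-beta toxicity model in growth medium with pinned compounds, 48 h at 30 C; growth read as absorbance at 600 nm. Normalized to FeCl3/clioquinol equimolar mix (positive) and DMSO (negative).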
Active calls of the source: *; i = inactive; ? = inconclusive; / = no result given; [ ] = another dose, or the depositor's remark. Unless noted, calls come from the whole dose curve; as a rule, active = well fitted curve in the direction sought with a large enough effect; inconclusive = small, poorly fitted or top-dose-only effect, or another doubt; inactive = no such curve, though single readings can be large; an effect the other way counts as inactive or inconclusive. Some of the compounds tested. The share of hits here may be higher or lower than overall.

SMILES	Akt phos inh	PTHR1 ag	aSyn yeast inh	GLP-1R inv ag	FUS yeast rescue	GLP1R cytotox	TDP43 rescue	Mm-Cpn inhibitor	Abeta yeast res
Cc1nc2ccc(C(=O)O)cc2c2c1CC(CN)O2 (configuration not stated)	i	i	-1.2%	17.1%	-23.5%	4.6%	-4.3%	-1.8%	-9.5%
Cc1ccccc1NC(=O)CN1C(=O)CSc2ccc(S(=O)(=O)N3CCCC3)cc21	i	-22.5%	-3.5%	2.1%	14.0%	0.3%	-5.8%	1.2%	-9.6%
C#CCNC(=O)C1=C[C@@H](C)[C@H](CCCO)[C@@H](OCC)O1	i	-10.5%	-5.3%	8.9%	-0.8%	?	-0.4%	/	-8.8%
CC1=C(C(=O)N2CCCCCC2)CC(CC(=O)NC2CCCC2)C(=O)N1Cc1ccccc1 (configuration not stated)	i	-2.1%	1.3%	4.4%	-7.9%	3.1%	17.9%	/	-6.5%
COc1cc(/C=C2\SC(=Nc3ccccc3)NC2=O)cc(Cl)c1O	i	-11.1%	1.0%	74.7%[activator]	-2.4%	56.4%[activator]	-9.3%	-3.6%	-3.9%
CCn1c(CC(=O)Nc2ccccc2F)nnc1SCC(=O)N1CCOCC1	i	-12.3%	-0.5%	-15.3%	/	-9.8%	-10.1%	2.2%	4.6%
COc1ccc(C(=O)N2CCN(c3ccccc3OC)CC2)cc1	i	21.4%	10.4%	-0.4%	-23.1%	-4.1%	?	0.6%	6.4%
COc1ccc(NC(=O)Cn2c(=O)n(Cc3nc(-c4ccccc4)no3)c(=O)c3cc4c(cc32)OCO4)c(OC)c1	/	5.5%	/	-1.5%	-6.7%	4.6%	6.7%	/	-3.0%
CC(NC(=O)C(C)N1CCN(S(=O)(=O)c2ccccc2)CC1)c1ccccc1 (configuration not stated)	i	i	-7.4%	-24.1%	/	-24.4%	-9.3%	1.4%	-19.7%
COc1ccc(CN2CCN(c3ncccn3)CC2)c(C)c1C	i	-8.0%	-3.8%	?	39.8%	2.6%	4.5%	1.5%	18.8%
CCn1c(-c2cc(OC)ccc2OC)csc1=Nc1c(C)n(C)n(-c2ccccc2)c1=O	i	-47.5%[inhibitor][57.5 µM]	0.0%	-21.7%	-10.6%	-8.8%	3.2%	0.4%	17.9%
C[C@H](NC(=O)c1ccco1)C(=O)NC1CCCCCC1	i	-31.5%[inhibitor]	1.3%	11.2%	0.0%	-1.7%	2.8%	-1.8%	8.0%
O=C(c1ccccc1)c1nn(-c2ccccc2)c2nnc(Cc3ccccc3)c(=O)n12	i	-3.9%[57.5 µM]	13.4%	-8.2%	?	?	0.0%	-10.7%	0.3%
CCCCNC(=O)c1ccc(-c2nc(CS(=O)(=O)c3ccc(C)cc3)c(C)o2)cc1	/	-26.5%	/	18.0%	11.7%	-4.9%	-2.8%	/	-17.7%
Cc1cc(C)c(S(=O)(=O)N2CCCOC2CNC(=O)C(=O)NCCCn2ccnc2)c(C)c1 (configuration not stated)	i	i	6.4%	0.4%	/	-5.6%	9.6%	-0.3%	-17.7%
CCSc1nc(=S)n(-c2ccccc2)c(C)c1C(C)=O	i	-32.9%[inhibitor][57.5 µM]	1.7%	10.8%	15.2%	3.7%	18.1%	0.7%	12.7%
COc1cccc(C(=O)NCC(=O)N2CCN(c3ccc(C(F)(F)F)cn3)CC2)c1	i	-18.3%	0.7%	-5.9%	5.4%	6.2%	-12.2%	-8.0%	-2.1%
S=C(NCCc1ccccc1)NN=C1CCCCCC1	i	-4.7%	-11.7%	?	1.8%	?	0.0%	?	4.1%
COc1ccc(-n2ncc3c(NCC4CCCO4)ncnc32)cc1 (configuration not stated)	i	-47.9%[inhibitor][57.5 µM]	-0.7%	-10.8%	6.9%	58.2%	26.2%	0.3%	-1.4%
COc1cccc(-c2ccc3c(N)c(C(=O)c4ccc(F)cc4)sc3n2)c1	/	-1.4%	/	?	19.4%	311.6%[activator]	?	/	-5.7%
C=CCC(C=C)S(=O)(=O)c1ccc(C)cc1 (configuration not stated)	i	-0.4%	3.5%	-12.0%	-2.8%	21.9%	21.6%	0.7%	13.7%
Cc1ccc(S(=O)(=O)N2CCCC(CCC(=O)NCc3ccccc3F)C2)s1 (configuration not stated)	i	-37.5%	8.7%	9.9%	0.2%	-2.8%	23.7%	-0.6%	19.1%
CCOC(=O)/C(=C\c1ccc([N+](=O)[O-])o1)NC(=O)c1ccccc1	i	-11.5%[57.5 µM]	6.8%	3.4%	5.9%	-15.2%	-8.8%	-1.9%	9.4%
COc1ccc(OC)c(NC(=O)c2cccnc2Sc2cc(C)ccc2C)c1	i	i	6.8%	0.5%	8.4%	25.0%	14.0%	-3.9%	18.6%
O=C(CSc1ccc2nnc(CCNC(=O)c3ccccc3)n2n1)NC1CCCC1	i	-16.2%	0.9%	12.8%	/	22.0%	19.4%	2.5%	2.2%
Nn1c(SCC(=O)N2CCOCC2)nnc1C1CC1	i	i	-7.0%	5.3%[0.307 µM]	8.3%	-3.9%[0.307 µM]	6.0%	0.8%	-1.7%
CCN(CCCNC(=O)c1cc2cc3cc(OC)ccc3nc2s1)c1cccc(C)c1	/	-23.7%	/	?	22.2%	-1.8%	?	/	5.6%
CN1CCN(NC(=O)/C=C/c2cccc([N+](=O)[O-])c2)CC1	i	i	-1.8%	6.3%	17.4%	9.1%	-11.1%	-0.9%	-15.6%
COc1ccc(OCC(O)COc2ccc(OC)cc2)cc1	i	-5.9%[57.5 µM]	3.3%	3.6%	-0.2%	-14.2%	23.8%	0.7%	24.5%
O=C(COC(=O)c1ccccn1)Nc1cccc(Cl)c1Cl	i	-0.2%[57.5 µM]	2.3%	28.8%	6.6%	-12.1%	?	1.4%	19.7%
Cc1cc(NC(=O)CSc2nc3ccc(Cl)cc3[nH]2)no1	i	i	4.2%	9.2%	7.4%	-12.1%	13.1%	-0.6%	10.8%
CCOC(=O)c1[nH]c2ccc(OC)cc2c1NC(=O)c1nonc1C	i	6.1%[57.5 µM]	-0.6%	5.9%	-16.9%	8.2%	12.3%	-5.2%	6.6%
CCOC(=O)c1[nH]c2c(c1C)C(=O)CC(c1ccc(N(C)C)cc1)C2 (configuration not stated)	i	-44.8%[inhibitor]	-9.5%	?	-12.4%	-12.8%	9.9%	-1.7%	1.0%
CC(=O)N1c2ccc(S(=O)(=O)N3CCCCCC3)cc2CC1C(=O)NCc1cccc(F)c1 (configuration not stated)	/	-37.0%[inhibitor]	/	3.0%	-3.3%	-5.2%	4.6%	/	-4.1%
CCOC(=O)N1CCN(C(=O)c2ccc(Cn3c(=S)[nH]c4cc(C(=O)OC)ccc4c3=O)cc2)CC1	i	-17.9%	-2.0%	24.1%	-1.7%	1.2%	4.9%	1.9%	/
Cc1cccc(C2N3CC4(C(C)C)CN2CC(C(C)C)(C3)C4=O)c1 (configuration not stated)	/	i	?	-32.4%	-8.7%	-10.1%	-2.1%	/	-6.4%
COc1ccc(C2CC(=O)Nc3n[nH]c(-c4ccccc4)c32)cc1OC (configuration not stated)	i	-9.7%	-9.3%	13.8%[7.66 µM]	4.4%	-2.3%[7.66 µM]	1.0%	?	5.8%
CSc1ccc(CNC(=O)C2CCCN(S(=O)(=O)N(C)c3ccc(F)cc3)C2)cc1 (configuration not stated)	/	-23.2%	/	?	-19.1%	2.9%	0.0%	/	23.1%
Cn1c(=O)c2c(nc(CN3CCCCC3)n2Cc2c(F)cccc2Cl)n(C)c1=O	i	i	2.5%	?	-10.7%	12.3%	22.2%	-0.2%	7.4%
O=C(NNc1nc2c(F)cccc2s1)c1ccccc1	i	17.9%	-4.9%	2.2%	-39.7%	1.1%	9.4%	2.6%	11.2%

Two records picked at random from those above, as already listed:
SMILES	Akt phos inh	PTHR1 ag	aSyn yeast inh	GLP-1R inv ag	FUS yeast rescue	GLP1R cytotox	TDP43 rescue	Mm-Cpn inhibitor	Abeta yeast res
Cc1cccc(C2N3CC4(C(C)C)CN2CC(C(C)C)(C3)C4=O)c1 (configuration not stated)	/	i	?	-32.4%	-8.7%	-10.1%	-2.1%	/	-6.4%
CCN(CCCNC(=O)c1cc2cc3cc(OC)ccc3nc2s1)c1cccc(C)c1	/	-23.7%	/	?	22.2%	-1.8%	?	/	5.6%

(next part)
SMILES	Akt phos inh	PTHR1 ag	aSyn yeast inh	GLP-1R inv ag	FUS yeast rescue	GLP1R cytotox	TDP43 rescue	Mm-Cpn inhibitor	Abeta yeast res
CCOc1cccc(C2c3[nH]c4ccccc4c3CCN2C(=O)c2ccccc2F)c1 (configuration not stated)	/	-11.3%	/	5.62µM*	31.4%	-6.3%	1.0%	/	-36.5%
CCOc1cccc2cc(C(=O)NCCC3=CCCCC3)c(=O)oc12	i	-14.7%	-0.2%	-3.2%	37.6%	-1.0%	?	-1.8%	-9.7%
O=S(=O)(/C=C/c1cccc(Br)c1)N1CCOCC1	i	-7.9%	0.2%	-21.8%	-3.8%	-16.3%	6.1%	-0.5%	-12.7%
O=C(NCc1cccc(Br)c1)C1CCN(C(=O)c2sccc2-n2cccc2)CC1	/	-76.1%[inhibitor]	/	-5.2%	19.8%	-8.8%	17.2%	/	-11.3%
CCOC(=O)c1cccc(S(=O)(=O)N2CCCC2)c1	i	i	0.2%	-2.7%	-8.6%	-3.9%	12.8%	-12.7%	16.7%
O=C(COc1ccccc1Cl)Nn1cnnc1	i	21.3%[57.5 µM]	-0.1%	7.7%	-0.5%	-6.8%	-4.5%	5.5%	1.5%
O=CNc1cc(-c2ccc(C(=O)NC3CC3)cc2)cn2c(-c3ccc(F)cc3)cnc12	i	4.3%	-1.7%	-7.2%	?	-7.4%	0.0%	/	0.2%

Compound activity deposited in PubChem BioAssay by National Center for Advancing Translational Sciences (NCATS).
